Screening results (PubChem)
HCV inh: blocks hepatitis C virus; AID 651820; Huh7.5.1 HCVcc-Cre infection, luciferase reporter, 44 h; Potency, µM (series often up to 41.8 µM), for inactives: at the highest dose activity change, negative = inhibition, actives largely listed as inhibitors; 340,000 tested, 3.4% active; further: potency means the concentration at half of the fitted maximal effect; on the % scale 0 is the no-effect control and ±100 the full control effect
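Luciferase read-out (15 sec integration) after a 15 min room-temperature substrate step quantifies HCVcc-Cre infection. Cells, 1,000 per well, had compound added 4 h post-plating, then virus at ~0.5 moi, and were cultured 44 h.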
Pf growth 96h: P. falciparum growth inhibition at 96 hours. P. falciparum luciferase reporter growth, 96 h. Potency, µM (series often up to 28.7 µM), inactives show at the highest dose activity change, negative = inhibition, hits mostly inhibitors. 320,000 tested, 6.9% active. AID 504834; further: potency means the concentration at half of the fitted maximal effect; on the % scale 0 is the no-effect control and ±100 the full control effect
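Delayed-death screen, second-generation endpoint: infected erythrocytes, 2% hematocrit, 0.05% parasitemia final; 96 hours at 37 C, 5% CO2; luciferase detection reagent; luminescence decrease equals reduced growth.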
Cycloheximide cs: affects cycloheximide protein synthesis inhibition readout, counter-screen. cell reporter, cycloheximide protein synthesis inhibition counterscreen. 300,000 tested, 12% active. max response, %; in the data active means max response mostly above about 13%, no sharp cut-off; inactive means mostly below about 14%; further: read at 38.3 µM for the half of the compounds with a filed dose; 0% is about no effect
FBPA Giardia inh: blocks Giardia fructose-bisphosphate aldolase activity | purified Giardia FBPA | Potency, µM (series often up to 59.6 µM), for inactives: at the highest dose activity, negative = inhibition, most hits filed as inhibitors | 290,000 tested, 0.71% active | AID 2451; further: potency means the concentration at half of the fitted maximal effect; on the % scale 0 is the no-effect control and ±100 the full control effect; nearly all actives have a fitted effect of over 55% in size
Target sequence (A8B2U2 whole entry, looked up): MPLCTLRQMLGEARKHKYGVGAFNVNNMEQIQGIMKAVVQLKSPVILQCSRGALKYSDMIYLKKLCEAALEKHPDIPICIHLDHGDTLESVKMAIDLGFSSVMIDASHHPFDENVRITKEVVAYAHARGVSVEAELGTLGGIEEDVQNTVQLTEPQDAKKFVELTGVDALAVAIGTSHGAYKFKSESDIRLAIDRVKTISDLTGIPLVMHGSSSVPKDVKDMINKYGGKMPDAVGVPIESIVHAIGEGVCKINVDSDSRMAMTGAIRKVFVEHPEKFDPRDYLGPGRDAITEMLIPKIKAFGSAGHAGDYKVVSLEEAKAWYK
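40 nM FBPA preincubated 10 min at RT with compound (up to 57.5 uM final), then substrate plus GAPDH/TPI/NAD/arsenate coupling and diaphorase/resazurin added. Fluorescence read after 20 min at RT, 525/598 nm.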
Pf growth 48h: inhibits P. falciparum growth in the first generation, 48 h; P. falciparum luciferase growth in erythrocytes, 48 h; Potency, µM (doses to about 28.7 µM), inactives show top-dose activity change, negative = inhibition, usual class: inhibitors; 310,000 tested, 5.9% active; AID 504832; further: potency means the concentration at half of the fitted maximal effect; on the % scale 0 is the no-effect control and ±100 the full control effect
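Luminescence readout; reporter = integrated firefly luciferase in P. falciparum. RBC culture at 2% hematocrit, 0.1% parasitemia final, 37 C/5% CO2; decreased signal taken as growth inhibition.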
Shiga toxin inh: inhibitors of Shiga toxin in Vero cells | 290,000 tested, 9.2% active | inhibition, % at 38.7 µM | Vero cells, Shiga toxin protein synthesis inhibition reporter | AID 2315; in the data active means inhibition mostly above about 28%, no sharp cut-off; inactive means mostly below about 43%; further: 0% is about no effect
Numbers without * were called inactive; ? = inconclusive; · = no result given; & = joins results of further samples; [ ] = dose if it differs, or a comment. Unless noted, the call rests on the fitted dose curve; in most records, active means well fitted curve in the direction sought with a large enough effect; inconclusive means small, poorly fitted or top-dose-only effect, or another doubt; inactive means no such curve, though single readings can be large; an effect the other way counts as inactive or inconclusive.

molecule,HCV inh,Pf growth 48h,Pf growth 96h,Shiga toxin inh,FBPA Giardia inh,Cycloheximide cs
Cc1ccccc1C(=O)NNC(=O)c1ccc2nc[nH]c2c1,4%,38%[activator],32%[activator],·,·,·
O=C(N/N=C/c1ccc([N+](=O)[O-])o1)C(O)c1ccccc1 (stereo not drawn),?,?,?,12,-12%,2
COC(=O)c1c(NC(=O)C2CCCCC2)sc2c1CCN(C(C)C)C2,-11%,?,?,-6,?,-1
CC(=O)Nc1ccc(NC(=O)Cn2c(CC(=O)N3CCCC3)nc3ccccc32)cc1,7%,4%,-4%,-12,3%,-3
COc1ccc(S(=O)(=O)NCc2cccnc2)cc1C,-12%,31%[activator],14%,·,18%,4
Cc1ccc(-n2c(=O)cc(N3CCc4ccccc4C3)[nH]c2=O)cc1,21%,-6%,-2%,30,-5%,-4
O=C1CCCC(=O)C1=Cc1c[nH]c2ccccc12,-6%,·,1%,-11,1%,-1
CCCN(C(=O)COC(=O)C12CCC(=O)N1c1ccccc1S2)c1c(N)n(Cc2ccccc2)c(=O)[nH]c1=O (stereo not drawn),-1%,4%,18%,2,·,8
COc1cc(C(=O)NCC(c2ccco2)N2CCc3ccccc32)cc(OC)c1OC (stereo not drawn),?,-14%,-17%,·,·,·
Cc1ccccc1NC(=O)C(C)O/N=C/c1cccc([N+](=O)[O-])c1 (stereo not drawn),?,·,?,-3,6%,1
CCn1cc(C(=O)N[C@H](C(=O)NCCN2CCOCC2)C(C)C)c(=O)c2cc3c(cc21)OCO3,16%,-7%,117%[activator],-6,2%,-3
Cc1ccc2c(c1Br)/C(=N/N1C(=O)c3ccccc3C1=O)C(=O)N2,19%,40%[activator],4%,-24,·,6
O=C(CCSc1ccccc1)OCn1nnc2ccccc2c1=O,-1%,17%,63%[activator],38,2%,11
Cn1cc(S(=O)(=O)N2CCOCC2)cc1C(=O)Nc1ccc(Cl)cc1,-11%,30%,7.4µM*,39*,-4%,8
Cc1ccc(-n2nnnc2SCCNS(=O)(=O)c2ccccc2)cc1C,?,?,12%,-7,2%,-2
CC1CCC(NC(=O)CCNS(=O)(=O)c2ccccc2)CC1 (stereo not drawn),16%,33%[activator],49%[activator],42,·,19
Cc1ccc(CN2CCC(c3cc(-c4ccc(Cl)cc4)n[nH]3)CC2)cc1,13µM*,?,?,-7,8%,0
NCCCCCC(=O)O,16%,9%,7%,·,1%,·
Cn1c(=O)[nH]c(=O)c2c1nc(CN1CCN(c3ccc(F)cc3)CC1)n2CCCc1ccccc1,·,-15%,-8%,-3,6%,2
O=C(c1cccc(N2CCCC2=O)c1)N1CCN(c2cccc(Cl)c2)CC1,16%,-18%,0%,-7,·,0
COc1ccc(NC(=O)Cn2cnc3ccccc3c2=O)cc1OC,4%,17%,39%[activator],7,0%,-4
CC(=O)c1ccc(NC(=S)NCc2cccnc2)cc1,3%,-15%,?,42,5%,9
C=CCNc1nc(NCCN2CCOCC2)nc(OC)n1,-6%,12%,-61%,37,-1%,-3
Cc1ccc(C2C3CSCC=C3C(C#N)=C(N)C2(C#N)C#N)cc1 (stereo not drawn),12%,-7%,50%[activator],-8,?,0
COc1cc2c(c(OC)c1OC)-c1ccc(OC)c(=O)cc1C(NC(C)=O)CC2 (stereo not drawn),10%,34%[activator],0%,-3,-11%&-30%,-1
O=S(=O)(NCC1CC1)c1cc(Cl)cc(Cl)c1,3%,·,13%,1,0%,-3
COc1ccc(-n2nc(C(=O)O)nc2-c2ccccc2)cc1,-22%,14%,·,-8,-7%,-4
COc1ccc(OC)c(Nc2nc(=O)c3cccnc3s2)c1,-19%,8%,0%,7,?,4
Oc1ccc(-c2csc(NCc3ccco3)n2)cc1,?,56%[activator],·,158*,-23%,44*
CC1CC(C)CN(C(=O)c2ccc(C#N)cc2)C1 (stereo not drawn),3%,13%,24%,-6,-12%,11
COc1ccc(N2CC(C(=O)Nc3cccc(OC(C)C)c3)CC2=O)cc1 (stereo not drawn),10%,24%,?,-7,0%,1
Cc1ccc(NS(=O)(=O)c2cccc(C(=O)OCC(=O)NCc3ccco3)c2)cc1,-5%,·,-42%,-3,-3%,1
Cc1ccc(N=C(NO)c2nonc2N)c(C)c1,-6%,11%,34%,11,2%,8
O=S(=O)(c1cccs1)N1CN(Cc2cccs2)c2nc3ccccc3nc21,-15%,?,-14%,19,-17%,15
COc1ccc(S(=O)(=O)N2CCOC23CCN(C(=O)c2c(F)cccc2Cl)CC3)cc1,8%,?,?,11,·,-1
CCc1ccc(NC(=O)c2sccc2-n2cccc2)cc1,-26%,?,118%[activator],55,-7%,19*
O=S(=O)(NN1CCOCC1)c1ccc(Cl)s1,7%,-7%[5.75 µM],?,-7,-6%,-3
O=c1nc(-c2ccccc2)c2cc(Br)ccc2[nH]1,-8%,3%,26%,-23,7%,-2
NC(=O)c1c(NC(=O)CSc2nnc(Cc3ccccc3)n2Cc2ccco2)sc2c1CCC2,·,?,-29%,11,4%,2
CCN(CC)CCNC(=O)c1cccc(NC(=O)C(=O)c2ccccc2NC(C)=O)c1,16%,?,0%,11,4%,-7
CCOc1cc(N2CCOCC2)c(OCC)cc1NC(=O)Cn1nc(C)c([N+](=O)[O-])c1C,?,26%,-3%,·,·,·
O=C(NC(=Nc1nc2ccccc2o1)NC(=O)c1ccccc1)c1ccccc1,4%,40%[activator],15%,15,-4%,-2
O=C(CSc1nc(-c2ccccc2)cs1)Nc1cccc([N+](=O)[O-])c1,11µM*,27%,10µM*,81*,-4%,39*
CCOC(=O)C(C)n1cnc2c(nnn2-c2ccc(C)cc2)c1=O (stereo not drawn),-1%,·,7.4µM*,14,-1%,15
CCOC(=O)c1ccc(COC(=O)CNS(=O)(=O)c2ccccc2)cc1,18%,38%[activator],?,2,1%,-1
Cc1ccc2sc(N(CCN(C)C)C(=O)c3ccc(S(=O)(=O)N4CC(C)OC(C)C4)cc3)nc2c1C (stereo not drawn),-18%,-10%,?,23,-25%,10
O=C1C2N=NN(CC(=O)N3N=C(c4ccccc4)CC3c3ccc([N+](=O)[O-])cc3)C2C(=O)N1c1ccccc1 (stereo not drawn),·,?,?,-5,1%,-3
O=S(=O)(c1cccs1)N1CCC2(CC1)OCCN2S(=O)(=O)c1ccccc1,-22%,10%,?,·,·,·
COC(CNC(=O)c1cccnc1)OC,9%,2%,40%[activator],-6,3%,-3
COc1ccc(C(N)CCc2ccc(C)o2)cc1 (stereo not drawn),7%,?,?,-9,-5%,-5

The list continues.
molecule,HCV inh,Pf growth 48h,Pf growth 96h,Shiga toxin inh,FBPA Giardia inh,Cycloheximide cs
CC(=O)N1CCc2cc(S(=O)(=O)NC(C)c3ccccc3)ccc21 (stereo not drawn),?,-14%,22%,-6,-4%,-1
CC1CN(C(=O)c2ccc(CNS(=O)(=O)c3cccc(C(F)(F)F)c3)cc2)CC(C)O1 (stereo not drawn),?,-19%,?,1,1%,-3
O=C(N/C(=C\c1cccnc1)C(=O)N1CCC(O)CC1)c1ccccc1,12%,7%,27%,-1,7%,-7
COc1ccc(OC)c(NC(=O)CSc2nc3c(c(=O)n(C)c(=O)n3C)n2C)c1,?,?,-23%[5.75 µM],-10,8%,1
CC(C)(C)c1ccc(-n2ncc3c2CCCC3NC(=O)c2cnccn2)cc1 (stereo not drawn),4.5µM*,?,?,73*,-2%,30*
Cc1nnsc1C(=O)N1CCCC(C(=O)c2ccc(C(F)(F)F)cc2)C1 (stereo not drawn),11%,24%,?,-4,4%,-1
O=C(Cc1cccs1)Nc1ccc(F)c(S(=O)(=O)N2CCOCC2)c1,?,?,6.6µM*,·,·,·
COc1ccc(N2C(=O)[C@@H]3Cc4ccccc4CN3C2=O)cc1,-4%,44%[activator],-10%,15,0%,3
COC(=O)c1[nH]cnc1C(=O)c1ccccc1,?,20%,5%,-16,-9%,1
CC(C)OC(=O)/C(C#N)=C/c1cn(C)c2ccccc12,?,-3%,39%[activator],27,-16%,1
CCOc1ccc(N2C(=O)CC(NCCNc3ccc([N+](=O)[O-])cn3)C2=O)cc1 (stereo not drawn),4%,3%,0.83µM*,-2,-7%,-4
COc1ccc(S(=O)(=O)N[C@H](C(=O)N2CC[C@@]3(O)CCCC[C@H]3C2)c2ccccc2)cc1,9%,-24%,?,28,0%,-3
CC(C)(C)[C@H]1CCC(=O)N([C@H](CSc2ccccc2)Cc2ccccc2)CC1,-29%,?,?,10,8%,1
COc1ccc(NC(=O)COc2ccc3oc(=O)cc(C)c3c2)cc1,-37%,?,?,11,-4%,-2
CNc1oc(Cc2ccccc2)nc1S(=O)(=O)c1ccccc1,4%,0%,·,2,-22%,-4
Cc1ccc(NC(=O)N2CCC(NC(=O)c3cccc(C)c3)CC2)cc1,-9%,?,10µM*,3,6%,1
Cc1cc(NCc2ccc3c(c2)OCO3)n2nc(C)nc2n1,10%,-4%,0.37µM*,16,2%,-2
Cc1ccc(CNC(=O)C2CNc3cc(C)ccc3O2)cc1 (stereo not drawn),21%,1%,21%,16,-5%,-2
COc1ccc(-c2csc(NC(=S)NC(=O)c3ccco3)n2)cc1,-1%,30%,12%,-22,-8%,5
Cn1cc(CCC(=O)NCCCc2ccccc2)c2ccccc21,-10%,56%[activator],31%[activator],-1,-5%,3
CCCNS(=O)(=O)c1ccc(OCC(=O)N2CCN(c3ccccc3)CC2)cc1,-3%,-13%,12%[5.75 µM],-7,4%,3
Cc1cc(C)c(C(=O)CSc2nc3ccccc3c(=O)[nH]2)cc1C,11%,?,?,-2,1%,-1
CCN(CC)c1ccc(S(=O)(=O)N(CC)CC)cc1NC(=O)c1cccnc1,-30%,?,?,-4,0%,-1
CC(C)N(C)Cc1cn(C)nc1-c1ccc(Oc2ccccc2)cc1,?,-8%,5.2µM*,·,14%,-3
COc1ccc2c(c1)CCC/C2=N\OC(=O)c1ccccc1F,16%,10%[5.75 µM],18%,3,-1%,33
COc1ccc(CCNC(=O)c2nnn(-c3cccc(C)c3)c2N)cc1OC,?,-24%,·,-6,-17%,1
O=C1OC2(c3ccccc31)c1cc(I)c(O)c(I)c1Oc1c2cc(I)c(O)c1I,9%,13µM*,8.3µM*,16,16µM*,-7
COc1ccc(Oc2cc(C(F)(F)F)nc(N(C)C)n2)cc1,0%,0%,0%,-18,1%,-3
COc1ccc(S(=O)(=O)Nc2ccccc2C(F)(F)F)cc1,15%,15%,28%,-23,4%,5

Entries of single compounds, quoted from the list:
CC(C)(C)c1ccc(-n2ncc3c2CCCC3NC(=O)c2cnccn2)cc1 (stereo not drawn) across the screens: HCV inh = 4.5µM*; Pf growth 48h = ?; Pf growth 96h = ?; Shiga toxin inh = 73*; FBPA Giardia inh = -2%; Cycloheximide cs = 30*
COc1ccc(C(N)CCc2ccc(C)o2)cc1 (stereo not drawn) across the screens: HCV inh = 7%; Pf growth 48h = ?; Pf growth 96h = ?; Shiga toxin inh = -9; FBPA Giardia inh = -5%; Cycloheximide cs = -5
Cc1cc(NCc2ccc3c(c2)OCO3)n2nc(C)nc2n1 across the screens: HCV inh = 10%; Pf growth 48h = -4%; Pf growth 96h = 0.37µM*; Shiga toxin inh = 16; FBPA Giardia inh = 2%; Cycloheximide cs = -2

Hits appear at their usual frequency; about 24% have a hit in one of these screens.
